From PubChem BioAssay
Calb biofilm kill = kills Candida albicans biofilms. 85,000 tested, 0.14% active. C. albicans biofilm + clotrimazole, Alamar Blue. inhibition, % at 6 µM;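 active = inhibition above 20%; inactive = inhibition below 20%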;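 also: preformed 24 hr biofilms exposed to compound for 48 hr; 0% = biofilm without compound and 100% = blank killed by clotrimazole plus chlorhexidine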
PLK1 kinase inh = inhibitors of human PLK1 kinase | P53350 | recombinant PLK1 kinase, TR-FRET peptide phosphorylation | inhibition, % at 10 µM | 97,000 tested, 0.53% active | AID 619;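 active = inhibition of 50% or more in the single-concentration screen; inactive = inhibition below 50%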;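 also: 0% = DMSO max control and 100% = H-89 dihydrochloride min control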
CYP2C9 act = CYP2C9 (human) activation; P11712; recombinant CYP2C9, luciferin-H conversion, luminescence; hits give high values; factor 1 = untreated enzyme, 0 = blocked; activation factor at 5 µM; 96,000 tested, 1.4% active; AID 1024;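 active = activation factor of 2 or more for CYP2C9 at a 5 µM dose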;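 also: 0 = sulfaphenazole-blocked wells and 1 = vehicle-only wells; values of inactives mirror those of a sister screen read the other way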
PTPN22 inh 2 = LYP (human) phosphatase inhibition; Q9Y2R2; recombinant LYP catalytic domain, DiFMUP fluorescence; inhibition, % at 2 µM; 96,000 tested, 0.21% active;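 active = inhibition at 2 µM at or above a set limit, the screen mean plus 3 SD, cut at about 24% in these data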;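 also: 0% = DMSO with enzyme and 100% = enzyme fully blocked by orthovanadate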
Target sequence (Q9Y2R2 whole entry, looked up, the tested form may be a part): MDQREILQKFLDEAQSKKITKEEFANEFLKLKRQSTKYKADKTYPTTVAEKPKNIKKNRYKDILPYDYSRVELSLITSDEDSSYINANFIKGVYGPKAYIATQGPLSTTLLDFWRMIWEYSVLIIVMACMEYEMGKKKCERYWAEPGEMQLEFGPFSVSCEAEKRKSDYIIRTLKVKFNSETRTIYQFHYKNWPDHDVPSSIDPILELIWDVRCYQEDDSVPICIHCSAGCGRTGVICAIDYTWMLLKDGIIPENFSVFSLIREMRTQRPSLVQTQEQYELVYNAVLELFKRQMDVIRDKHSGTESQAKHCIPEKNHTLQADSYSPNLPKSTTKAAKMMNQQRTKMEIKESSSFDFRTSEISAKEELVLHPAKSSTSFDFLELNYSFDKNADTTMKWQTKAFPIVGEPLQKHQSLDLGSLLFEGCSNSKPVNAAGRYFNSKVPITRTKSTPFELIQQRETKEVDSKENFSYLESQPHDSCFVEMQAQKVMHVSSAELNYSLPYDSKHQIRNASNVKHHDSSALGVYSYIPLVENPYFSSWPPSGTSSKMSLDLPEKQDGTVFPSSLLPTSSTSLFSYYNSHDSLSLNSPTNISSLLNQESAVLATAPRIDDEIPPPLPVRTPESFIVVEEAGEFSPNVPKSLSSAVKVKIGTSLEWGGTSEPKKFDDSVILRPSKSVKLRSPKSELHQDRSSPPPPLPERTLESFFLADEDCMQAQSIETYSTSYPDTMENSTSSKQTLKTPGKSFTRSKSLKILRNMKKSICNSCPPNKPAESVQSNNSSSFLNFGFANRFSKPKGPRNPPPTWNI
Rev-RRE block = inhibitors of HIV-1 Rev-RRE RNA interaction | P05866 | Rev peptide-RRE RNA binding, FRET | inhibition, % at 8 µM | 97,000 tested, 0.79% active | AID 704;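 active = inhibition above the screen-wide mean plus 3 SD, cut at about 35% in these data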;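 also: 0% = median DMSO wells and 100% = median Neomycin B control wells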
Target sequence (P05866 whole entry, looked up): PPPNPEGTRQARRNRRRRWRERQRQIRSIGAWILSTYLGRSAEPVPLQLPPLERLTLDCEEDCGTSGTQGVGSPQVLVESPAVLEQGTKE
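System: Cy5-labelled duplex RRE RNA binding fluorescein-labelled HIV Rev peptide; Signal: fluorescein-to-Cy5 FRET, 480 nm excitation; Also added: labelled Rev peptide; Compound: one concentration, 8 µM nominal; Buffer or medium: HEPES pH 7.5 salt buffer with EDTA; Read-out: % inhibition of FRET ratio versus controls; Schedule: 5 min preincubation and 15 min binding, 25 °C.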
EphB4 antag = EphB4-ephrin-B2 interaction antagonism; P54760; EphB4 LBD / TNYL-RAW-Alexa532 peptide, fluorescence polarization; inhibition, % at 7 µM; 97,000 tested, 0.15% active; AID 720;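 active = inhibition above the screen-wide mean inhibition plus 3 SD, cut at about 15% in these data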;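 also: 0% = DMSO wells and 100% = excess unlabeled TNYL-RAW peptide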
PTPN22 act = LYP (human) phosphatase activation; activation, % at 2 µM; recombinant LYP, DiFMUP fluorescence; 0 = plate median, 100 = signal doubled; Q9Y2R2; 96,000 tested, 0.11% active;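 active = activation at 2 µM above a set limit, the mean plus 5 SD, cut at about 37% in these data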
Plk1 PBD FP = Plk1 (human) PBD binding inhibition; P53350; Plk1 PBD phosphopeptide binding, fluorescence polarization; inhibition, %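 (tested at about 20 µM)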; 97,000 tested, 0.13% active; AID 693; in the data active = inhibition above about 34%, passing the limit was not always enough
CYP2C9 inh = human CYP2C9 inhibition; 96,000 tested, 20% active; CYP2C9 Supersomes, luciferin-H conversion, luminescence; P11712; inhibition, % at 5 µM; AID 777;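 active = blocking of liver enzyme CYP2C9 beyond about 50% at 5 µM, limit read from the data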; also: values of inactives mirror those of a sister screen read the other way
* hit, by the source's call; · = not tested or not shown; [ ] = dose if it differs, or a comment.

SMILES	Calb biofilm kill	PLK1 kinase inh	CYP2C9 act	PTPN22 inh 2	Rev-RRE block	EphB4 antag	PTPN22 act	Plk1 PBD FP	CYP2C9 inh
CCOCC(=O)N1CCCC(C(=O)OCC)C1 (stereo not drawn)	8	-15	1.1	15	7	1	-12	1	-13
O=C(CSc1nnnn1-c1ccc(F)cc1)NC1CCCCC1	4	-7	1	1	-1	-5	-6	-6	-4
O=C(CSc1ncnc2ccccc12)N1CCN(c2ccccc2)CC1	0	-9	·	2	7	0	-6	8	·
C(=N\Nc1nn[nH]n1)/c1ccccc1	-3	-7	1.1	5	9	5	-5	6	-7
CC1(C)OC(=O)C(=CNc2ccc(F)cc2)C(=O)O1	-4	-14	1	-3	3	4	4	3	-2
OCCN1CCN(Cc2cccc(Oc3ccc(Cl)cc3)c2)CC1	4	0	0.8	-1	4	4	-2	-32	19
COc1ccc2[nH]cc(C(=O)CNc3nc(C)cs3)c2c1	·	-14	0.8	5	-1	-1	-1	-13	17
Cc1sc2ncnc(SCC(=O)c3ccc(Cl)s3)c2c1C	5	-5	0.8	17	11	7	-14	-23	16
O=C(N/N=C/c1ccc2c(c1)OCO2)C1COc2ccccc2O1 (stereo not drawn)	·	-4	0.9	1	2	-10	1	-5	8
N#Cc1cc(Oc2ccc3ccccc3c2)c(-n2nnc3ccccc32)cc1C#N	-1	-8	1.1	13	3	2	-10	-14	-13
C=CCNC(=O)c1ccc(Sc2ccccc2)c([N+](=O)[O-])c1	·	-1	0.3	10	-3	0	-4	3	70*
Cc1ccc(C(=O)Nc2ccc(O)cc2C(=O)O)cc1	7	-14	0.8	0	7	0	-1	10	15
c1coc(Cn2c(-c3ccco3)nc3ccccc32)c1	-1	-5	0.9	-9	8	-2	7	11	15
Cn1nc(-c2ccc(Cl)cc2)c2cc(C(=O)NCCN3CCOCC3)sc21	12	40	0.3	·	9	-6	·	19	70*
COc1ccccc1NC(=O)C1=C(C)Nc2nnnn2C1c1ccccc1OC (stereo not drawn)	2	9	1	5	10	5	-3	13	1
COc1ccc(C)cc1NC(=O)c1cc2ccccc2cc1OCC(=O)NCc1ccco1	·	-12	0.5	5	-5	2	-2	-4	47
COc1ccc(CCNc2c(N)n(Cc3ccccc3)c(=O)[nH]c2=O)cc1OC	0	0	0.6	-2	32	9	1	6	43
COc1cc(-c2nnc3sc(C4CCCCC4)nn23)cc(OC)c1OC	·	-11	0.2	0	1	-2	-1	-17	77*
C=CCn1c(-c2cc(OC)c(OC)c(OC)c2)n[nH]c1=S	5	-8	0.9	3	3	0	-2	-3	15
CC(C)(C)n1nc2c(c1NC(=O)c1ccc(S(=O)(=O)N3CCCC3)cc1)CS(=O)C2 (stereo not drawn)	5	-4	1	-6	3	6	6	-4	4
CCCCN(CCCC)C(=O)CN(C)S(=O)(=O)c1ccc2c(c1)n(C)c(=O)c(=O)n2C	10	-4	·	7	-2	-1	-11	6	·
COC(=O)C(C)n1cnc2c(nnn2-c2ccc(OC)cc2)c1=O (stereo not drawn)	0	-8	0.9	2	4	2	-5	-12	11
Cc1cccc(C)c1OCC(O)CNC(C)(C)C (stereo not drawn)	-5	-7	1.1	2	8	6	-1	13	-15
O=C(Nc1ccccc1)Nc1ccc(C(=O)N2CCOCC2)cc1	4	-5	0.9	10	-2	-5	-8	14	13
CCCCNC(=O)Cn1cnc2c(cnn2-c2ccc(C)c(C)c2)c1=O	5	-14	1.5	-4	-8	-9	2	4	-54

No new results follow: 2 of the compounds above.
SMILES	Calb biofilm kill	PLK1 kinase inh	CYP2C9 act	PTPN22 inh 2	Rev-RRE block	EphB4 antag	PTPN22 act	Plk1 PBD FP	CYP2C9 inh
COC(=O)C(C)n1cnc2c(nnn2-c2ccc(OC)cc2)c1=O (stereo not drawn)	0	-8	0.9	2	4	2	-5	-12	11
Cc1cccc(C)c1OCC(O)CNC(C)(C)C (stereo not drawn)	-5	-7	1.1	2	8	6	-1	13	-15

Next entries follow:
SMILES	Calb biofilm kill	PLK1 kinase inh	CYP2C9 act	PTPN22 inh 2	Rev-RRE block	EphB4 antag	PTPN22 act	Plk1 PBD FP	CYP2C9 inh
COc1ccc2cc(CN(CCCN3CCOCC3)Cc3nnnn3C3CCCC3)c(=O)[nH]c2c1	5	-4	1	-5	3	-6	4	-17	5
O=C(N/N=C/c1cccnc1)C1CCCN(S(=O)(=O)c2ccccc2)C1 (stereo not drawn)	·	-4	0.9	1	1	-13	4	-45	13
O=C(NCc1ccccc1)c1cc(-c2cccs2)on1	10	-4	1.3	-4	5	2	2	9	-29
CCNc1ccc(Br)cc(C(=O)/C=C/c2ccccc2Cl)c1=O	4	-2	·	14	77*[fluorescence artefact?]	0	-15	-15	·
Cc1nc2sc3c(c2c(=O)o1)CC(C)(C)OC3	2	-12	1	-6	7	1	7	6	2
O=C(CCS(=O)(=O)c1ccc(Cl)cc1)N1CCN(S(=O)(=O)c2cccs2)CC1	3	0	·	2	10	-1	-3	-5	·
O=C(C1CC(c2ccc(F)cc2)=NO1)N1CCN(Cc2ccccc2)CC1 (stereo not drawn)	10	-8	0.8	-6	4	-1	6	18	17
CC(C)NC(=O)CC1OC(=O)c2ccccc21 (stereo not drawn)	-3	-5	1	9	9	2	-9	-17	1
CC(C)OC(=O)[C@H]1[C@H](c2ccc(Cl)cc2)[C@@](C#N)(C(N)=O)[C@@H]2C=CC(C(N)=O)=CN21	-2	47	1	7	16	-1	-5	-22	-3
CC(C)(C)C(=O)Nc1nc(=S)ss1	0	-2	0.1	5	3	1	-5	3	92*
COc1cc(NC(=O)CSc2nnc3n2C(C)(C)Cc2ccccc2-3)cc(OC)c1	5	-13	0.8	-9	5	-5	8	8	19
O=C(Nc1nc(-c2ccc(S(=O)(=O)N3CCCCCC3)cc2)cs1)c1ccccc1	7	-12	0.3	-2	6	0	4	2	72*
CCn1c(SCC(=O)Nc2cc(C)on2)nc2c1c(=O)n(C)c(=O)n2C	6	-4	0.9	0	-1	0	-2	-3	9
O=C1NCCCCC1NC1CC(=O)N(c2ccccc2)C1=O (stereo not drawn)	5	-1	1	-12	9	0	10	-13	-1
COc1ccc(C)cc1NC(=O)C1C2C=CC(C2)C1C(=O)O (stereo not drawn)	7	-8	1.1	0	5	-1	0	-17	-11
CCOc1ccccc1N1C(=O)c2ccc(C(=O)O)cc2C1=O	-2	-12	1.3	0	2	-3	-2	-29	-27
COc1ccc(-c2ccc(OC)cc2)cc1	10	-9	·	-4	9	3	6	-14	·
O=C(/C=C/Nc1ccccc1)c1ccc(Oc2ncccn2)cc1	·	-2	0.6	3	2	-12	2	-44	39
O=C(Nc1ccc2nn(-c3ccccc3)nc2c1)c1ccco1	6	-4	·	1	0	0	-2	10	·
CCN1C=C(C(=O)OC)C(c2cccc(C)c2)C(C(=O)OC)=C1	5	-15	0.3	-7	-2	-4	5	-16	74*
CN1/C(=C/C=C(/C#N)C(N)=O)C(C)(C)c2ccccc21	·	-9	0.8	6	47*	2	-3	13	22
COc1ccccc1NC(=O)c1oc2ccc(C)cc2c1C	5	-3	2*	-12	9	-2	12	-24	-103
CC(C)Oc1cccc(C(=O)Nc2ccc(CN3CCOCC3)cc2)c1	2	-13	0.9	3	4	-1	-6	-7	12
Cc1ccc(-c2nc3ncccc3o2)cc1NC(=O)c1cc2ccccc2o1	7	-7	0.6	-8	5	-1	7	-7	44
CCn1c(CCNC(=O)c2ccc(Cl)cc2Cl)n[nH]c1=S	·	-14	1.1	-9	7	6	13	-37	-10

Later entries
SMILES	Calb biofilm kill	PLK1 kinase inh	CYP2C9 act	PTPN22 inh 2	Rev-RRE block	EphB4 antag	PTPN22 act	Plk1 PBD FP	CYP2C9 inh
Cc1csc2ncc(C(=O)NCc3ccco3)c(=O)n12	7	-14	·	3	4	6	-8	1	·
O=C(Cn1nc(-c2cccc([N+](=O)[O-])c2)c2ccccc2c1=O)Nc1cccnc1	2	-14	0.2	-1	-2	-4	0	-15	75*
CC(C)(C#N)Nn1cnnc1	1	-15	·	-3	10	4	2	-35	·
CCOc1ccc(NC(=O)N2CCC(NC(=O)c3ccco3)CC2)cc1	5	6	1.1	-4	1	3	2	-28	-7
CCOC(=O)C1=C(CNCc2ccccc2Cl)NC(=O)NC1c1ccc2c(c1)OCO2 (stereo not drawn)	4	-16	0.7	-13	8	-5	12	-5	26
CCNc1nc(NCC)nc(N(C)n2cnnc2)n1	11	38	0.8	-4	9	-4	4	-4	16
COc1ccc(N(C(=O)C(C)C)S(=O)(=O)c2cccs2)cc1	8	-5	0.2	2	-2	-2	-2	8	80*
CC1=Nn2c(nnc2-c2ccccc2F)SC1	3	-4	1.1	0	7	-5	0	-33	-9
O=C(O)c1cccc(CSc2nc(-c3ccc(Cl)cc3)cc(C(F)(F)F)n2)c1	·	-2	1.1	14	15	-2	-11	-14	-8
Cn1c(=NC(=O)C2CCN(S(=O)(=O)c3cccs3)CC2)sc2ccccc21	2	-47	1.1	0	2	-5	-1	0	-9
N#Cc1ccc(CSc2nnc(Cc3cccs3)n2Cc2ccco2)cc1	8	-15	0.3	2	4	3	-6	-8	66*
C=CCn1c(=O)c2ccccc2n2c(SCc3nc4ccccc4s3)nnc12	2	-7	0.6	-8	6	-1	9	33	37
COc1ccc2sc3ccccc3c(=O)c2c1	·	-13	0.5	-5	2	-3	7	-1	49
CCCn1nnc2sc3c(c2c1=O)CCC(C)C3 (stereo not drawn)	-3	-7	0.9	-6	7	8	6	-12	10
O=C(NCC(=O)N(CC1CCCO1)C(C(=O)NC1CCCC1)c1ccc(F)cc1)c1ccco1 (stereo not drawn)	4	-6	1	13	0	2	-12	-1	-1
CCOc1ccccc1NC(=O)Cn1nnc(C(=O)Nc2ccc(C)cc2)c1N	10	4	0.6	-13	9	1	11	-25	36
CCOC(=O)C1CCN(S(=O)(=O)c2ccc(C)cc2)CC1	0	-12	0.7	13	8	3	-14	-30	27
C=C(C)COc1ccc2c(C)c(C)c(=O)oc2c1OCC(=C)C	-1	-9	0.9	-14	8	10	9	17	15
CC(C)NC(=O)c1ccc2c(c1)nnn2C	5	0	1.2	3	6	-4	-4	-26	-22
CCCCn1nnnc1SCC(=O)Nc1ccc(C)cc1	-1	-13	0.6	6	1	-5	-6	5	36
CCOC(=O)c1ccc(N(CC(=O)NC2CCCC2)C(=O)CNC(=O)c2ccco2)cc1	8	-7	0.6	-5	9	14	4	9	41
COc1ccc(-c2ccc(-c3nnc(Cc4ccc(OC)c(OC)c4)o3)cc2)cc1	6	-6	0.6	18	-1	8	-20	-10	36
CCC(=O)NC(=Nc1nc2ccccc2s1)NC(=O)CC	5	0	1.9	-1	5	3	0	-2	-89
O=C1NC(=O)C2C3c4ccccc4C(c4ccccc43)C12 (stereo not drawn)	2	-10	1	10	9	2	-6	1	-5
CCC(=O)Oc1ccc(C2N(C(=O)CC)CCN2S(=O)(=O)c2ccc(C)cc2)cc1OC (stereo not drawn)	9	2	0.7	2	12	4	-4	-3	32

The results go on.
SMILES	Calb biofilm kill	PLK1 kinase inh	CYP2C9 act	PTPN22 inh 2	Rev-RRE block	EphB4 antag	PTPN22 act	Plk1 PBD FP	CYP2C9 inh
O=C(Cn1cc(C(=O)C2CC2)c2ccccc21)NCc1ccc2c(c1)OCO2	4	-7	0.7	-8	1	9	8	-12	32
Cc1cc(C(F)(F)F)n(-c2nc(C(=O)N/N=C/c3ccc(F)cc3)cs2)n1	·	-8	0.4	-2	-1	1	4	-18	55*
Cc1ccc(NC(=S)c2nc3ccccc3[nH]2)cc1	·	-11	0.6	-3	-2	4	8	-41	38
CC(C(=O)NC1=NCCS1)N1C(=O)c2ccccc2C1=O (stereo not drawn)	6	-2	0.8	4	6	-4	-4	-15	20
COc1ccc(OCCC(=O)OCC(=O)NC(=O)NC(C)C)cc1	·	-2	1	14	4	6	-11	-11	-2
Cc1ccc(OC(=O)c2ccc(Br)o2)cc1	0	-7	1.1	-12	1	-2	15	0	-14
